aSyn UTR inh – MLPCN primary screen, SNCA 5' untranslated region; inhibition, % (tested at 7.5 µM); alpha-synuclein 5'UTR reporter, inhibitor activity; 300,000 tested, 0.82% active; in the data active = inhibition above about 60%; inconclusive = no clear call, values can overlap the other calls;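 note: H4 neuroglioblastoma cells stably carrying SNCA 5'UTR luciferase fusion; 0% = DMSO wells and 100% = positive control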
GSK3B inh – human GSK3beta kinase inhibitors, primary screen, biochemical, cell-free homogeneous, HTS; Glycogen synthase kinase-3 beta (Homo sapiens), P49841; GST-GSK3beta kinase, ADP-Glo luminescence, 60 min; stronger effect = lower value; activity score (negative = inhibition), % at 10 µM; 300,000 tested, 0.038% active; AID 2097, 2009;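 active = more than half of replicate wells score below -50%, meaning over 50% inhibition versus plate controls; inconclusive = some replicates but at most half score below -50%; inactive = no replicate scores below -50%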;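 note: 0% = median DMSO wells and -100% = median GW8510 positive control wells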
Target sequence (P49841 whole entry, looked up): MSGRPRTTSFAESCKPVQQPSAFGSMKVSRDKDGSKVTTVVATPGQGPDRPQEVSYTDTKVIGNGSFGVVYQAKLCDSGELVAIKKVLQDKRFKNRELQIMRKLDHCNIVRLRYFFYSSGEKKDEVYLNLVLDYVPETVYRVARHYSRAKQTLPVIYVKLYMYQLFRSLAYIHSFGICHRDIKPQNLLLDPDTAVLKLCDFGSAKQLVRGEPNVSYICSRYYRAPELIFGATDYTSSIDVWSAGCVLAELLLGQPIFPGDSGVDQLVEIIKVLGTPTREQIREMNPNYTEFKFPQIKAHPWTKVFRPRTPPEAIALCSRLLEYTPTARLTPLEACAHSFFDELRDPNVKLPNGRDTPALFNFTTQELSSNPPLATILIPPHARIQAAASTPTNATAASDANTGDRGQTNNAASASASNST
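Test system – GST-tagged human GSK3beta kinase, cell-free · Incubation – 60 min enzyme reaction, room temperature · Signal – ADP-Glo luminescence · Also added – peptide substrate and ATP at 25 µM · Controls – DMSO neutral wells and GW8510 at 20 µM as positive · Buffer or medium – Tris/MgCl2 kinase buffer · Measure – Luminescence-derived activity versus plate DMSO and GW8510 wells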
KLF5 inhibitor – KLF5 expression inhibitors, primary screen, DLD-1 cells, luminescence; AID 1700, 2009; DLD-1 KLF5 promoter-luciferase reporter; 290,000 tested, 0.23% active; inhibition, % at 5 µM;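 active = inhibition above a per-plate limit of that plate's mean compound inhibition plus 3 SD, cut at about 60% in these data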;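 note: 0% = DMSO wells and 100% = LY294002 at 200 µM; higher means less KLF5 promoter-driven luciferase light; inactives centre near -14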
HSF1 inh – HSF1 inhibitors in luciferase reporter cells, primary screen, cell-based, NIH3T3, luminescence. 300,000 tested, 0.77% active. activity change, negative = inhibition, % at 7.5 µM (by protocol). NIH3T3-HGL HSE-luciferase, MG132-induced, luminescence 8 h; stronger effect = lower value;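 active = more than half of replicate wells show activity change below -50%, luminescence cut by over half; inconclusive = some wells, but at most half, below -50%; inactive = no replicate well below -50%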;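 note: luciferase reports HSF-1 transcriptional activity via heat shock element; 0% = median of DMSO wells and -100% = zero luminescence signal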
HSF-1 act – HSF-1 activators, primary screen, NIH3T3-HGL cells, MG132 stress, luminescence, single point | 300,000 tested, 1.7% active | activation, % at 9 µM | AID 504408, 2011 | NIH3T3-HGL HSF-1 luciferase reporter, 8 h; 100% = twice DMSO control signal;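 active = mean replicate activation of at least 50% with a set share of replicates each reaching 50%; inconclusive = only one of those two conditions met; inactive = mean below 50% and too few replicates reaching it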;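 note: 0% = median of the neutral control wells and 100% = twice that signal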
GSK3 alpha inh – blockers of GSK3A enzyme activity – biochemical, luminescence, cell-free homogeneous, HTS, primary screen; Glycogen synthase kinase-3 alpha (Homo sapiens), P49840; GSK-3 alpha kinase, ADP-Glo luminescence, 60 min; 320,000 tested, 0.1% active; AID 2650, 2010; inhibition, % at 10 µM;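 in the data active = inhibition above about 50%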;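 note: GST-tagged GSK-3 alpha with peptide substrate and 25 µM ATP; 0% = DMSO neutral wells and 100% = GW8510 positive control wells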
Target sequence (P49840 whole entry, looked up): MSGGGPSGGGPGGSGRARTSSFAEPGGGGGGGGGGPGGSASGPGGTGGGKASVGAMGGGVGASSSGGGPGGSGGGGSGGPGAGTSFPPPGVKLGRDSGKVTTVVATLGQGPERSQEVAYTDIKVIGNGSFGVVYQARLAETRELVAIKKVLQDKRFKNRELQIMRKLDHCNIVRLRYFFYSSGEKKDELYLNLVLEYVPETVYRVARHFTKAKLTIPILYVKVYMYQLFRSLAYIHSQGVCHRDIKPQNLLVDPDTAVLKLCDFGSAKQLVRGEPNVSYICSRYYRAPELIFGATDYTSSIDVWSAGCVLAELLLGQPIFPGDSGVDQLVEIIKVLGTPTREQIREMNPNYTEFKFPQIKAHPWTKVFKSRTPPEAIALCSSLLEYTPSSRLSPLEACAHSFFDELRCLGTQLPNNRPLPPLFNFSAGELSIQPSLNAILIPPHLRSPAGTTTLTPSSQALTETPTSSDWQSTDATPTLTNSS
IEC-6 tox – cytotoxicity in IEC-6 intestinal epithelial cells, primary screen, cytotoxicity control for KLF5 inhibitor project, cell-based, luminescence. 290,000 tested, 0.78% active. AID 1825, 2009. inhibition, % at 5 µM. IEC-6 cytotoxicity, luminescence viability; in the data active = inhibition above about 22%;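 note: 0% = plate median of test compound wells and 100% = cytotoxic reference compound wells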
HIF activator – HIF pathway transcriptional activators, primary screen, cell-based, U2OS HRE-luciferase, luminescence; AID 1910, 2009; activation, % at 7.5 µM (by protocol); 300,000 tested, 0.32% active; U2OS HRE-luciferase reporter; normalized: DMSO 0%, desferrioxamine 100%;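 active = mean activation of at least 10% of the iron chelator positive control signal, with at least half of replicates also reaching 10%; inconclusive = mean and replicate majority disagree about reaching 10%; inactive = mean and most replicates under 10%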
AI-2 QS mod – Vibrio harveyi AI-2 quorum sensing modulators, primary screen, JMH597 strain, luminescence/OD600 ratio; activity change, % at 7.5 µM; 300,000 tested, 0.4% active; Vibrio harveyi JMH597 AI-2 luminescence/OD600 ratio, 9 h; stronger effect = lower value; strain lacks LuxN and CqsS sensors; 0 = neutral-control median; in the data active = activity change below about -75%, passing the limit was not always enough; inconclusive = no clear call, values can overlap the other calls;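 note: luminescence divided by OD600 gain over 9 h not by final OD600 alone; inactives centre near 13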
HSP90 refold inh – HSP90 inhibitors, primary screen, cell lysate, luminescence | Heat shock protein HSP 90 (rabbit reticulocyte lysate; luciferase refolding) | Rabbit reticulocyte lysate, luciferase refolding luminescence, 3 h | inhibition, % at 5.6 µM | 290,000 tested, 0.91% active | AID 1789, 2009;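 active = inhibition above the screen-wide mean plus 3 SD, computed separately per campaign, cut at about 16% in these data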;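 note: 0% = DMSO wells and 100% = 60 µM geldanamycin wells; inhibitors lower the luminescence because luciferase stays unfolded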
Active calls of the source: *; u = inconclusive; x = not tested or not shown. An unsorted share of the library; overall some 4.7% were active at least once.

SMILES	aSyn UTR inh	GSK3B inh	KLF5 inhibitor	HSF1 inh	HSF-1 act	GSK3 alpha inh	IEC-6 tox	HIF activator	AI-2 QS mod	HSP90 refold inh
COc1ccc(C2=NN(C(=O)c3ccncc3)C(c3ccccc3O)C2)cc1 (centres undefined)	-10	6	-20	4	12	2	1	0.1	12	1
COc1cccc(NC(=O)N2CCCC2C(=O)Nc2ccc3c(c2)OCCO3)c1 (centres undefined)	-7	0	5	0	-2	0	1	-0.2	0	0
Cc1ccc(C)c(NC(=O)CCN2CCc3ccccc3C2)c1	-5	-4	1	0	5	-3	-2	0.0	6	3
O=C(Nn1c(-c2ccncc2)nc2ccccc2c1=O)c1ccccc1Br	-9	8	12	5	-4	2	5	0.1	20	4
CN(CC(=O)N1CCN(c2ccccc2F)CC1)S(=O)(=O)c1cnc[nH]1	19	2	-7	-10	-10	6	4	-0.2	-2	-1
CCN(CC)CCCNc1nc2cc(OC)c(OC)cc2c2nc(-c3cccnc3)nn12	-79	-2	-30	15	41	7	5	0.6	4	2
COc1cccc2c1OCC(C(=O)NCc1ccc(Cl)cc1Cl)=C2	-8	-2	-38	4	-14	-1	-3	-0.4	u	2
Cc1cccc(C(=O)Nc2ccccc2C(=O)NCc2ccco2)c1	-33	1	4	-20	-33	-2	-1	0.3	18	3
N#Cc1c(NC(=O)CSc2nc(-c3ccccc3)cc(C(F)(F)F)n2)sc2c1CCC2	30	2	-6	-11	9	0	6	-0.3	19	0
O=C(CCc1ccccc1F)N1CCN(c2ccccc2)CC1	-2	7	-47	3	9	-2	-3	-2.3	18	-2
Cc1ccc(NC(=O)CN(C)C(=O)CSc2nncn2C)cc1	-4	1	10	-4	-18	6	1	0.0	11	2
c1ccc(NC2=Nc3ccccc3CS2)cc1	-201	3	-166	22	26	-2	-2	3.1	21	1
CC(C)CCC1(C)NC(=O)N(CC(=O)c2ccc[nH]2)C1=O (centres undefined)	7	-1	x	4	0	-1	x	0.2	21	x
Cc1cc(C)c2nc(NC(=O)c3ccco3)sc2c1	34	0	-44	8	13	-1	-2	-2.3	5	18*
Cc1ccc(-c2nc3cnccn3c2Nc2ccc3c(c2)OCO3)o1	20	-1	-3	3	19	3	-7	1.0	23	-6
CCn1c(SCC(=O)Nc2nccs2)nnc1-c1ccncc1	3	-4	102*	7	21	16	-3	-0.1	2	6
NS(=O)(=O)c1ccc(N2CCCC2=O)c([N+](=O)[O-])c1	-7	0	-11	3	4	1	3	-0.1	11	1
COc1ccc(CC2NCCC3=CC(=O)CCC32)cc1O (centres undefined)	6	2	x	-32	-47	-2	x	-0.2	4	x
O=C(c1cc2ccccc2cc1O)N1CCN(c2ccccn2)CC1	8	1	7	-1	6	-3	-6	0.1	35	4
CCN1CCCC1CNC(=O)CN(C)S(=O)(=O)c1ccc(Cl)cc1 (centres undefined)	-7	-1	1	0	1	1	-3	-0.3	13	-5
CCOc1c(OC(C)=O)ccc(/C=C/c2ccc3cccc(OC)c3n2)c1[N+](=O)[O-]	-76	-3	-37	25	39	-1	7	x	-28	0
O=C(c1ccco1)N1CCN(/C(=N/S(=O)(=O)c2cccs2)c2ccccc2Cl)CC1	7	-1	-2	-5	-8	1	5	-0.2	33	1
CCCn1c(SCC(=O)OCc2ccccc2)nc2c1c(=O)n(C)c(=O)n2C	-12	1	2	-3	8	0	0	-0.4	24	-1
CCN1CCN(Cc2c(O)ccc3c(C)cc(=O)oc23)CC1	13	-4	-29	1	-1	0	-3	0.6	5	-2
Cc1nc(NC(=O)CSc2nnc(C3CC3)n2C)sc1C(=O)N(C)C	-13	4	-25	-8	-15	-1	-6	0.2	7	1
(listing goes on)
SMILES	aSyn UTR inh	GSK3B inh	KLF5 inhibitor	HSF1 inh	HSF-1 act	GSK3 alpha inh	IEC-6 tox	HIF activator	AI-2 QS mod	HSP90 refold inh
CCn1c(SCc2ccccc2)nnc1C1CCCCC1	27	-2	-6	-9	0	1	0	-0.3	-2	1
COc1ccc(CCN=C(N)Nc2nc(C)cc(C)n2)cc1	20	4	-3	-8	-20	-2	5	1.0	3	1
Cc1nn(-c2ccc(N3CCOCC3)nn2)c(C)c1CCC(=O)Nc1ccccc1	-50	5	-43	-2	7	-3	-3	1.1	9	-4
O=C(O)C(NS(=O)(=O)c1ccc(F)cc1)c1ccccc1 (centres undefined)	-3	2	1	-8	-5	2	-2	-0.1	7	3
Cc1ccc(Cl)c(OCCCN(C)Cc2ccccc2)c1	-30	-5	-25	7	5	-5	4	0.2	24	2
Cc1cc(OCCN2CCCC2)cc(C(C)C)c1	22	2	2	1	17	3	-1	-2.2	-1	-1
CN(N)c1nc(-c2ccccc2)cc(-c2ccccc2)n1	4	4	-17	2	20	-1	-3	-2.7	15	0
CCOC(=O)C1CCN(C(=O)c2sc3nc(-c4ccc(F)cc4)cn3c2C)CC1	15	0	-14	-15	-33	1	7	0.0	16	-2
Cc1ccc(S(=O)(=O)Nc2nncs2)cc1	-1	0	20	-6	-11	-4	2	-0.2	23	2
S=c1[nH]nc(-c2ccccn2)n1/N=C/c1ccc(Cl)c(Cl)c1	-11	0	9	5	7	-1	-2	0.1	54	-1
Cn1c(=O)oc2cc(S(=O)(=O)Nc3cccc4c3CCCC4)ccc21	0	2	-39	-4	-3	-1	6	-0.6	-2	2
CCN(CCCNC(=O)c1c(C)cc(=O)oc1C)c1cccc(C)c1	27	x	-12	7	-1	-1	0	-0.2	x	2
Cc1cc2ccccc2c(=O)n1CC(=O)NCC(=O)N1CCCC(C)C1 (centres undefined)	-16	-3	-15	8	12	2	3	0.2	8	4
Cc1cc(C)n2c(SCc3nnc(-c4cccs4)o3)nnc2n1	16	-3	-22	5	-10	1	8	-0.4	16	0
COc1ccccc1NC(=O)Nc1nn(C)c2cccc(OC)c12	-18	-2	-30	4	6	-2	3	0.0	8	1
COc1ccc(NC(=O)COc2ccc(C(=O)OCC(=O)N(C)C3CCS(=O)(=O)C3)cc2OC)cc1 (centres undefined)	9	0	-26	0	-18	-1	-2	0.1	-2	-2
CC(C)[C@H](NC(=O)[C@@H]1Cc2ccccc2CN1)C(=O)Nc1ccc2c(c1)OCCO2	-37	-2	-2	-31	-47	-5	-5	0.6	1	1
COc1cc2[nH]ccc(=O)c2cc1OC	16	-5	-11	-3	3	2	3	0.1	3	-3
COc1ccc(-n2c(SCC(=O)N/N=C/c3ccccc3OCC(=O)O)nc3ccccc3c2=O)cc1	9	0	-13	4	6	-1	-1	0.0	23	0
CCOc1ccc2nc(SCC(=O)NC(=O)C(C)C)sc2c1	-26	2	-44	1	5	x	-1	0.3	42	-3
O=C(CCc1nc(-c2ccccc2)no1)NCCc1ccccc1	7	2	-4	4	12	-4	-4	-0.3	1	-2
CC(C)c1nnc(NC(=O)C2CCN(S(=O)(=O)c3ccc(-n4cnnn4)cc3)CC2)s1	2	2	13	0	2	-2	8	-0.5	28	2
CC(C)(C)NS(=O)(=O)c1ccc2nc(NC(=O)Cc3cccs3)sc2c1	10	-4	-13	2	20	-1	7	-0.1	2	-3
COc1ccc(Br)cc1C1CC(=O)N2CN(C)CSC2=C1C#N (centres undefined)	11	-6	-24	1	-13	7	4	-0.3	19	1
O=C(c1cccc(F)c1)N1C2C=CC(C2)C1(C(F)(F)F)C(F)(F)F (centres undefined)	3	2	-8	-8	-7	x	-4	0.1	26	1

KLF5 inhibitor, hit marks shown above.
Compound | aSyn UTR inh | GSK3B inh | KLF5 inhibitor | HSF1 inh | HSF-1 act | GSK3 alpha inh | AI-2 QS mod | HSP90 refold inh
CCn1c(SCC(=O)Nc2nccs2)nnc1-c1ccncc1 | 3 | -4 | 102* | 7 | 21 | 16 | 2 | 6

Other structures follow:
SMILES	aSyn UTR inh	GSK3B inh	KLF5 inhibitor	HSF1 inh	HSF-1 act	GSK3 alpha inh	IEC-6 tox	HIF activator	AI-2 QS mod	HSP90 refold inh
O=C(Cn1nnc(-c2ccccc2)n1)Nc1cccc(S(=O)(=O)N2CCOCC2)c1	28	6	x	-3	2	0	x	0.1	-71	x
O=C(COc1ccc(S(=O)(=O)N2CCOCC2)cc1Cl)NC1CCCCC1	-13	1	-41	-3	4	2	-8	-0.1	11	-3
CSCC[C@H](NC(=O)OC(C)(C)C)C(=O)N1CCC(C(=O)N[C@@H](C)C(=O)NC(C)c2ccccc2)CC1 (some centres undefined)	-16	-2	-10	1	6	0	-2	-0.1	3	-4
CC1(C(=O)NCCCNc2ncc(C(F)(F)F)cc2Cl)C=CC2(CCCCC2)N1C(=O)c1ccccc1 (centres undefined)	18	-4	x	-69*	-77	x	x	1.0	3	x
O=C(NCC1(N2CCCCC2)CCCCC1)c1ccc(S(=O)(=O)N2CCCC2)cc1	8	1	-23	-8	-3	2	-2	-0.1	2	-4
Cc1ccc(NC(=O)C2CC2C)c(Cl)c1 (centres undefined)	-33	2	2	5	-3	0	2	1.3	23	-2
O=C(NC1CCCCC1)C(Cc1ccccc1)N1C(=O)C2C3CCC(C3)C2C1=O (centres undefined)	17	3	-16	-1	3	0	0	0.0	25	-1
Cn1c(/C(C#N)=C/c2ccc(-c3ccc(S(N)(=O)=O)cc3)o2)nc2ccccc21	x	x	16	x	x	-1	-2	x	x	2
Cn1cc(C(=O)N/N=C/c2c(O)ccc3ccccc23)ccc1=O	96*	-1	32	-2	-7	-1	-6	88*	4	-8
CCOC(=O)N1CCC(NS(=O)(=O)c2ccc(C)cc2)CC1	10	0	-41	-1	3	-2	4	-0.1	19	4
COc1ccc(CNC(=O)c2ccc[nH]2)cc1	-1	1	-29	-6	-9	1	0	0.3	21	-3
O=C(Cn1c2ccc(F)cc2c2nc3n(c(=O)c21)CCS3)Nc1ccccc1F	-8	3	-20	-2	-7	-4	-1	0.2	6	1
Cc1ccc(C2(c3noc(CN(C)CC4CCCCO4)n3)CCCC2)cc1 (centres undefined)	3	0	4	x	x	2	6	x	1	2
O=C(CSc1nc2ccccc2o1)N/N=C/c1ccccc1C(=O)O	-98	-1	-14	-8	-8	-5	-7	0.4	10	1
CCCCCC1CC(CC(=O)Nc2nncs2)C(=O)O1 (centres undefined)	33	-1	-8	14	14	-4	4	-0.4	28	8
Cc1ccccc1NC1=C(Cl)C(=O)OC1OC(=O)c1ccco1 (centres undefined)	-4	0	-5	17	39	-1	-5	-0.1	25	3
